Bioassay records deposited in PubChem by several laboratories.
T cell modulator = T cell immune modulators affecting CD8 T cell-vesicle binding | 0.068% of 330,000 active | 2C CD8+ T cell-vesicle binding, flow cytometry; stronger effect = lower value | calls only at 7 µM | AID 2052;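 active = response, share of CD8 T cells binding vesicles, and their 90th percentile fluorescence all below set limits, cut at about 80% in these data, passing the limit was not always enough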
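System: murine 2C transgenic CD8+ T lymphocytes; also added: QL9-loaded Drosophila micro-vesicles; times: binding 1.5 h at 37 °C; measured by: flow cytometry, PE anti-B7-1 (FL2) versus Alexa647 anti-CD8 (FL8), PFA-fixed; control set: Peptide-free naked vesicles (low) and QL9 vesicles with 0.7% DMSO vehicle (high)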
Salmonella PhoP GFP = inhibitors of PhoP regulon expression, primary screen, Salmonella Typhimurium, GFP reporter (AID 1863); S. Typhimurium PhoP-regulated promoter GFP reporter, 4 h; higher % means a stronger effect; inhibition, % at 50 µM; hits with a dose series show IC50 in µM; 0.16% of 300,000 active;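 active = inhibition over 29.93%, a cutoff 3 SD above the screen mean, later confirmed by dose response; inconclusive = inhibition over 29.93% but no dose response follow-up; inactive = inhibition at most 29.93% or unconfirmed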;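 note: 0% = low Mg2+ inducing control and 100% = high Mg2+ repressing control; strong numbers were not always called active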
West Nile antiviral = West Nile virus antiviral activity, cell-based, CPE readout (AID 1621). one-dose CPE inhibition, % at 10 µM; IC50 in µM for titrated hits. West Nile virus-infected cells, CPE inhibition; higher % means a stronger effect. 0.02% of 290,000 active; in the data active = a potency from the dose series; inconclusive = CPE inhibition mostly from about 3.7% at the one dose, without a potency; inactive = the rest, 99 in 100 with CPE inhibition below about 2.2%; note: strong numbers were not always called active
NTR1 ag = NTR1-driven beta-arrestin-GFP spot formation – imaging, U2OS cells, high content, primary screen (AID 493036); P30989; agonist mode; activation, % at 20 µM; 0.17% of 330,000 active;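 active = activation at or above 40% of the spot to cytoplasm intensity ratio, with at least 20 cells analyzed; inconclusive = wells under 20 cells, flagged as cytotoxic or low count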;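 note: 0% = DMSO without peptide and 100% = 100 nM NTR1 peptide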
Target sequence (P30989 whole entry, looked up): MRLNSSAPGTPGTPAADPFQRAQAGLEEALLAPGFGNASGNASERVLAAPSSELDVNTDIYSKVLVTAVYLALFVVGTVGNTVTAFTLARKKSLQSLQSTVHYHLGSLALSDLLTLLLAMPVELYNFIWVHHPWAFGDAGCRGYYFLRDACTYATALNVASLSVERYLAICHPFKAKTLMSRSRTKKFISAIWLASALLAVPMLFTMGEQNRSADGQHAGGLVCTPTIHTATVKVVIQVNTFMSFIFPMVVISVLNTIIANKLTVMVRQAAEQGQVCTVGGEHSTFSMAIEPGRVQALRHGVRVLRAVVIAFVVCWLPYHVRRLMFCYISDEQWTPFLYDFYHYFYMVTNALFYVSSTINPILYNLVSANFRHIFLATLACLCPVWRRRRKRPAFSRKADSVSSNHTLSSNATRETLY
K1F lysis inhibition = protection from phage-mediated lysis, alamar blue read-out – E. coli UTI89, K1F phage, bacterial capsule biogenesis inhibitors (AID 488966). E. coli UTI89 K1F phage lysis, alamar blue, 2 h; higher % means a stronger effect. one-dose inhibition, % at 100 µM; IC50 in µM for titrated hits. 0.02% of 340,000 active;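 active = phage lysis inhibition, versus mean bacterial control, above a set limit; inconclusive = no clear call, values can overlap the other calls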;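 note: capsule biogenesis inhibitors block K1F phage lysis so surviving cells raise fluorescence; higher fluorescence means more inhibition of phage lysis; actives were called in the ten point dose series up to 300 µM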
Dengue-2 NS5 capping = flavivirus cap methylation enzyme inhibition – biochemical, confirmation dose response, primary screen (AID 588689). inhibition, % at 25 µM, or IC50 in µM where a hit was titrated. Dengue-2 NS5 methyltransferase capping enzyme assay, biochemical; higher % means a stronger effect. 0.3% of 340,000 active; in the data active = a potency from the dose series; inconclusive = inhibition above about 29% without an active follow-up result
SV40 large T antigen = TAg ATPase/helicase activity blockers – biochemical (AID 1903); inhibition, % at 20 µM; hits with a dose series show IC50 in µM; 0.39% of 310,000 active; SV40 large T antigen ATPase/helicase inhibition assay; higher % means a stronger effect; in the data active = a potency from the dose series; inconclusive = inhibition mostly from about 32% at the one dose, without a potency; inactive = the rest, 99 in 100 with inhibition below about 32%; note: strong numbers were not always called active
MgcRacGAP inhibition = MgcRacGAP GTPase-activating activity inhibitors, confirmation, biochemical, ADP Hunter fluorescence. MgcRacGAP-stimulated Rac1 GTP hydrolysis, ADP Hunter fluorescence; higher % means a stronger effect; GST-tagged Rac1 F28L mutant substrate. inhibition, % at 30 µM; hits with a dose series show IC50 in µM. 0.6% of 340,000 active;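 active = first-screen hits whose inhibition reached a set limit at any dose in the follow-up dose series; inconclusive = inhibition above the set first-screen limit but never retested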;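 note: fluorescence reports GDP produced by GAP-driven GTP hydrolysis; strong numbers were not always called active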
RSV antiviral HEp-2 = RSV antiviral activity via CPE protection, HEp-2 cells, primary 10 µM value included (AID 2391); HEp-2 cells, RSV-induced CPE inhibition; higher % means a stronger effect; CPE inhibition, % at 10 µM, or IC50 in µM where a hit was titrated; 0.13% of 310,000 active; in the data active = a potency from the dose series; inconclusive = CPE inhibition mostly from about 23% at the one dose, without a potency; inactive = the rest, 99 in 100 with CPE inhibition below about 21%; note: strong numbers were not always called active
T cell modulator vesicle-bound % = recorded beside T cell modulator, whose call it bears; double positive events, %; measured here: CD8+ vesicle-bound cell fraction;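 binding gate set so that unloaded-vesicle control wells show 10% double positive cells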
NTR1 ag cell count 20 µM = second read-out of NTR1 ag, no call of its own (marks repeat the call); cell count; measured here: cell count, cytotoxicity flag
Dengue-2 NS5 capping pilot replicate = further read-out of Dengue-2 NS5 capping, marked with its call; inhibition, %; measured here: pilot screen replicate inhibition
* = called active by the depositor; i = inactive; u = inconclusive; x = no result given; [ ] = remark or other dose.

SMILES | T cell modulator | T cell modulator vesicle-bound % | Salmonella PhoP GFP | West Nile antiviral | NTR1 ag | NTR1 ag cell count 20 µM | K1F lysis inhibition | Dengue-2 NS5 capping | SV40 large T antigen | MgcRacGAP inhibition | RSV antiviral HEp-2 | others
CCOc1ccc(NC(=O)C2C3C=CC4(CN(C(C(=O)OC)C(C)C)C(=O)C24)O3)cc1 (stereo not given) | i | 63 | 5% | x | -1.9 | 41 | 4.7% | u | 1% | 6% | 1.9%
O=C1CN(S(=O)(=O)c2ccccc2)CC(=O)N1CCc1ccccc1 | i | 36 | -4% | 0.1% | -1.0 | 84 | 1.4% | 2% | 8% | 2% | 1.8%
O=C1CCc2cc(S(=O)(=O)Nc3ccc(F)cc3)ccc2N1 | i | 48 | x | x | -1.4 | 70 | 0.1%[50 µM] | -17% | x | 1% | x
O=C(OCC(=O)N1CCN(c2ccccc2)CC1)c1ccccc1OC(F)F | i | 48 | -1% | x | -0.1 | 50 | -0.6% | -7% | 13% | 9% | -0.5%
O=C(Cn1ncc2c([nH]c3ccccc32)c1=O)NCC1CCN(Cc2ccc(F)cc2)CC1 | i | 3 | -5% | -1.0% | -0.6 | 50 | 0.1% | -1% | 0% | -3% | -1.1%
Cc1ccccc1OCC(O)CN(CCO)Cc1ccccc1 (stereo not given) | i | 17 | 2% | -0.8% | 1.2 | 66 | 0.1% | 5% | 6% | 5% | -0.7%
COC(=O)c1cnn(C(=O)c2ccccc2Br)c1N | i | 27 | 22% | 0.2% | 3.1 | 82 | 2.1% | -1% | 9% | 3% | 0.2%
CC(=O)c1cccc(Nc2nc(-c3cccnc3)cs2)c1 | i | 42 | 12% | 0.0% | 6.3 | 64 | -1.7% | -5% | 7% | 11% | 6.3%
CC(C)(C)NC(=O)c1cc(-c2ccccc2)n[nH]1 | i | 64 | 3% | 0.2% | 0.6 | 57 | 0.4% | -2% | 9% | 7% | -1.9%
COc1ccc(CN(C)c2ncnc(N)n2)cc1 | i | 57 | 14% | 1.1% | 0.6 | 40 | -0.1% | 0% | 2% | 6% | 2.1%
CCc1cccc(C)c1NC(=O)COC(=O)c1ccc2c(c1)S(=O)(=O)c1ccccc1C2=O | i | 27 | 10% | -0.3% | -0.2 | 81 | -0.7%[50 µM] | -5% | -2% | -7% | -0.4%
CC(C)NC(=O)c1onc(CSc2cccc(F)c2)c1C(=O)O | x | x | 17% | 0.1% | -2.7 | 87 | 2.5% | -3% | 7% | 9% | 1.1%
CCOC(=O)CNS(=O)(=O)c1cc(-c2nn(C)c(=O)c3ccccc23)ccc1C | i | 32 | 0% | 0.1% | 2.6 | 60 | u | 0% | 14% | 5% | 1.2%
CCC(Sc1nc2ccncc2[nH]1)C(=O)Nc1cc(Cl)ccc1C (stereo not given) | i | 42 | x | -0.7% | 1.0 | 52 | -1.2% | -1% | x | 4% | 1.5%
O=C(/C=C/c1ccc([N+](=O)[O-])cc1)NNC(=O)C1CC1 | i | 38 | -6% | 0.0% | -0.1 | 64 | 0.3% | -6% | 0% | 3% | 13%
COc1ccc(CC(=O)NCCN2CCCC2)cc1 | i | 20 | -5% | 0.2% | -2.1 | 32 | -0.1% | -7% | 9% | 2% | 0.4%
CCOC(=O)c1cc(C#N)c(SCc2ccc(C#N)cc2)nc1C | i | 32 | -3% | -0.2% | 0.8 | 62 | 0.2% | 1% | 7% | 7% | 6.5%
COc1cc(/C=C(\C#N)c2nc3c(s2)CCCC3)ccc1O | i | 62 | -3% | 0.4% | -4.4 | 72 | x | x | 23% | x | 9.5%
COC(=O)C(C)NC(=O)C1CCCN1S(=O)(=O)c1cc(C)c(Cl)cc1C (stereo not given) | i | 26 | 1% | -0.1% | 2.7 | 54 | 0.3% | 0% | 5% | 10% | -0.8%
CCOC(=O)COc1ccc2c(c1)C(=O)CC(C)(c1cccnc1)O2 (stereo not given) | i | 9 | -1% | 0.1% | 1.8 | 65 | -0.6% | 5% | 2% | 11% | -0.3%
COc1ccc(C=C(C#N)C#N)c(CSc2ccccn2)c1 | i | 59 | 1% | 1.4% | 4.6 | 50 | 0.2% | -2% | 3% | 12% | 2.2% | Dengue-2 NS5 capping pilot replicate=-0.6
COc1ccc(/C(C)=N/NC(=O)C2C3CCCCC32)c(OC)c1 (stereo not given) | i | 51 | 3% | -0.5% | -0.2 | 72 | 0.1% | 6% | 19% | 8% | -0.2%
COC(=O)c1sccc1NC(=O)CSCC(=O)O | i | 51 | -6% | 0.2% | -1.3 | 36 | -1.6% | -1% | 4% | -6% | 3.0%
O=c1c2c(nc3cc(-c4cccc(F)c4)[nH]n13)CCC2 | i | 69 | 2% | -0.7% | 1.1 | 54 | -0.8% | -1% | 15% | 1% | 1.0%
Cc1nn(C)cc1CN(C)C(=O)c1sc2cccc(Cl)c2c1Cl | i | 23 | -13% | -0.2% | 0.0 | 57 | 2.0% | 2% | 15% | 12% | 1.2%
CN(C)c1ccc(/C=C(\C#N)C(=O)NCc2ccco2)cc1 | i | 51 | -63% | -1.2% | 0.1 | 69 | x | x | 8% | x | 2.4%
COc1cc2c(cc1OC)CN(C(=O)CN1CCN(S(=O)(=O)c3ccc(C)c(C)c3)CC1)CC2 | i | 8 | 0% | -1.3% | 0.2 | 65 | -0.1% | -4% | 7% | 4% | 11%
Nc1nc2n(n1)C(c1c(F)cccc1Cl)CC(c1ccc(F)cc1)N2 (stereo not given) | i | 37 | 6% | -0.8% | 1.7 | 53 | 4.1% | -3% | 18% | 3% | 0.3%
Cc1cccc(NC(=O)CSCC(=O)Nc2cc(S(=O)(=O)N3CCOCC3)ccc2N2CCCC2)c1 | i | 21 | -5% | -0.8% | 1.0 | 72 | 0.7%[50 µM] | -1% | 10% | 11% | 1.5%
CC1(C)Oc2ccc(C(=O)NC3CCCCC3)cc2N(CC#N)C1=O | i | 32 | 1% | -0.5% | -0.2 | 48 | 0.0% | -7% | 5% | 6% | 2.2%
CN(C)c1cccc(C(=O)OCC(=O)NC(=O)NCc2ccccc2)c1 | i | 10 | x | x | 1.8 | 54 | -0.1% | -10% | x | 0% | x
CCCSc1nnc(-c2c[nH]c3ccccc23)n1C | i | 17 | 3% | -0.1% | -1.4 | 86 | 0.2% | -5% | 6% | 0% | 0.0%
CC(=O)Nc1ccc2nc(SCC(=O)N3CCOCC3)sc2c1 | i | 10 | -9% | -0.2% | -0.6 | 63 | -0.8% | x | 8% | 7% | 1.8%
O=C(N/N=C/c1cccnc1)c1cccs1 | i | 15 | -2% | 0.6% | -1.0 | 54 | 1.1% | -3% | 14% | 4% | 0.6%
Cc1ccc(C(=O)CSc2nnc(CNc3ccc(C)cc3C)o2)cc1 | i | 11 | 8% | -0.2% | -1.4 | 98 | 0.2% | 2% | 0% | 8% | 2.2%
CC(C)NC(=O)c1cc2c(=O)n3ccccc3nc2s1 | i | 38 | 0% | 0.0% | -1.9 | 90 | -0.2% | -2% | 4% | 11% | 0.5%
Cc1cc(C(=O)CSc2nnnn2C)c(C)n1Cc1ccco1 | i | 19 | -9% | -1.0% | -1.2 | 55 | 0.0% | -15% | 7% | 5% | 8.4%
CCOC(=O)c1ccc(NC(=O)C2CC(=O)Nc3nc4ccccc4n32)cc1 (stereo not given) | i | 41 | 6% | 0.6% | 1.3 | 63 | 0.9% | -1% | -2% | 5% | -0.5%
Cc1ccc(S(=O)(=O)NC(=O)COc2ccc([N+](=O)[O-])cc2)cc1 | i | 68 | -3% | -0.4% | -1.1 | 62 | -0.1% | -5% | 6% | 8% | 1.0%
CCC(C)/C(C)=N/NC(=O)c1ccccc1OCCOc1ccccc1 (stereo not given) | i | 46 | -7% | 0.1% | -0.2 | 80 | 2.2% | -7% | 9% | 5% | 7.3%
COc1ccc(C(=O)NC2CC2)cc1OC1CCN(Cc2ccc(F)cc2)CC1 | i | 51 | 10% | -0.7% | 0.0 | 58 | 0.0% | 3% | 3% | 11% | -0.1%
COc1cc(NC(=O)C2CCCN(S(=O)(=O)c3ccc4c(c3)CCCN4C(C)=O)C2)cc(OC)c1 (stereo not given) | i | 4 | 7% | -0.1% | 0.8 | 59 | -0.1% | 0% | 20% | -13% | -2.2%
CCCC(c1nnnn1CC1CCCO1)N1CCN(c2cc(Cl)ccc2C)CC1 (stereo not given) | i | 43 | 1% | -0.6% | -0.3 | 46 | 0.2% | -5% | 11% | 9% | 1.7%
CC1=CCC2(CO)COC(c3ccccc3O)C1C2 (stereo not given) | i | 49 | -5% | -0.3% | 0.5 | 44 | -0.2% | 0% | 11% | 2% | 0.8%
CCOC(=O)C1=C(NC(=O)c2ccc(Br)o2)Nc2ccccc2N=C1 | i | 33 | 8% | -0.4% | -1.9 | 42 | 0.1% | -12% | 9% | -4% | -1.0%
COc1ccc(-c2cc(C(F)(F)F)n3nc(C)cc3n2)cc1 | i | 22 | -2% | -0.2% | -0.5 | 53 | -0.3% | -5% | 1% | 4% | 0.3%
Cn1ccs/c1=N\C(=O)Nc1cccc(Cl)c1 | i | 61 | -14% | -0.2% | -0.7 | 77 | 0.0% | 5% | 13% | -1% | 4.6%
CCOC(=O)C(=NCCCN1CCOCC1)NNc1cccc(C(F)(F)F)c1 | i | 24 | -7% | -0.6% | 0.6 | 48 | 0.6% | -5% | 8% | -19% | -0.9%
Cc1cc(NC(=O)COC(=O)C(Cc2ccccc2)NC(=O)c2ccco2)no1 (stereo not given) | i | 44 | -2% | -0.1% | -3.2 | 93 | 0.3% | 0% | 15% | -1% | 3.3%
COc1ccc(-c2ccc(CCC(=O)O)n2CC(=O)Nc2cccc(OC)c2)cc1 | i | 43 | 4% | -0.4% | 1.2 | 45 | -0.5% | -4% | 2% | -7% | 0.5%
